# BoNT A protease = blocks Botulinum neurotoxin A light chain protease | 360,000 compounds, 0.17% hits | inhibition, % at 10 µM | multiplex microsphere protease substrate cleavage, flow cytometry; further: plate controls were buffer without enzyme for full effect and enzyme alone for no effect
# CCHFV vOTU inh = blocks the CCHF virus ovarian tumor domain protease. CCHFV vOTU protease, Pep-AMC fluorescence. inhibition, % at 11.5 µM. 370,000 compounds, 0.55% hits. AID 651958; in the data active means inhibition above about 30%; further: 0% = vehicle wells with enzyme and 100% = no enzyme wells
# Anthrax LF prot = anthrax lethal factor protease inhibition. AID 588501. 360,000 compounds, 0.12% hits. inhibition, % at 10 µM. P15917. multiplex microsphere protease cleavage assay, LF; further: plate controls were buffer without enzyme for full effect and enzyme alone for no effect
# Target sequence (P15917 whole entry, looked up): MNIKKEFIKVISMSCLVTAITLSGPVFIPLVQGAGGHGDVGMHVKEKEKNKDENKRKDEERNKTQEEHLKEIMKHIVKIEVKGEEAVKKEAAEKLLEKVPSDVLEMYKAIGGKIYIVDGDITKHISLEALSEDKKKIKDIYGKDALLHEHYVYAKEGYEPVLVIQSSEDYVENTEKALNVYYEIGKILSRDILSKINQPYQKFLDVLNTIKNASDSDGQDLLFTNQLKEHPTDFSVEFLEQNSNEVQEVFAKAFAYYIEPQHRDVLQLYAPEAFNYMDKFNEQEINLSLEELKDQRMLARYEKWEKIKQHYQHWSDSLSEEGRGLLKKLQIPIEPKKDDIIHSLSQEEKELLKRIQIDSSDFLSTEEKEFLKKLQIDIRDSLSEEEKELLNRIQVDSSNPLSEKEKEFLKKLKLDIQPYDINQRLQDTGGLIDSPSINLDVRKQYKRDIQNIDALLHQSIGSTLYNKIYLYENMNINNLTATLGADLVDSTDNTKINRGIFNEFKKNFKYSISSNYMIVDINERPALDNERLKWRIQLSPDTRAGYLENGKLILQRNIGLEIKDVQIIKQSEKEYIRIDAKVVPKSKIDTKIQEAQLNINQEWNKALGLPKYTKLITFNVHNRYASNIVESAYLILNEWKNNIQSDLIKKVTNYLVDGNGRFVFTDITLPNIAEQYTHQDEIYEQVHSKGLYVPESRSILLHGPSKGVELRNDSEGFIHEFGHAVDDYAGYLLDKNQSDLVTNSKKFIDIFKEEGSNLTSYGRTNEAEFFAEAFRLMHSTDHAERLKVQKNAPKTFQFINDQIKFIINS
# 3CLpro inhibitor = SARS-CoV 3CLpro protease inhibition; P0C6X7; recombinant SARS-CoV 3CLpro, quenched FRET peptide cleavage; inhibition, % at 6 µM; 290,000 compounds, 0.14% hits; AID 1706; in the data active means inhibition above about 12%
# VHR inh abs = DUSP3 (human) phosphatase inhibition | AID 1654 | P51452 | 290,000 compounds, 0.52% hits | recombinant VHR phosphatase, pNPP absorbance | inhibition, % at 13.3 µM; in the data active means inhibition above about 50%; further: some compounds called inactive have numbers as strong as hits
# Target sequence (P51452 whole entry, looked up): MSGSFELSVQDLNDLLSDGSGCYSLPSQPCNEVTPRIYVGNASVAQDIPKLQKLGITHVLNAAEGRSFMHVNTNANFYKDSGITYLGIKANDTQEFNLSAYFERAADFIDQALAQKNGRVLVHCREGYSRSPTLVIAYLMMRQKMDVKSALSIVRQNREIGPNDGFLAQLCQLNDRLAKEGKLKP
# PriA SSB inh = K. pneumoniae PriA-SSBct interaction inhibition; AlphaScreen SSBct-PriA binding, biotinylated peptide; inhibition, % at 33 µM; 430,000 compounds, 0.6% hits; AID 1272365; in the data active means inhibition mostly above about 37%, no sharp cut-off; inactive means mostly below about 20%;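 further: plate controls were negative control peptide for no effect and reference peptide for full effect; strong numbers were not always called active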
# The depositor's hits bear a star; · = not tested or not shown; & = joins results of further samples. Unless noted, no stated cut-off is given here; in the data, active means inhibition above about 30%; inconclusive means no clear call, values can overlap the other calls; inactive means below that.
SMILES,BoNT A protease,CCHFV vOTU inh,Anthrax LF prot,3CLpro inhibitor,VHR inh abs,PriA SSB inh
CCOC(=O)C1=C(C)NC(SCC(=O)Nc2nc(C)cs2)=C(C#N)C1c1cccs1 (stereo not given),·,11,·,8,4,·
O=C(Cc1cccs1)Nc1nnc(Cc2ccc(F)cc2)s1,·,6,·,-3,26,·
Cc1ccc2c(COn3nnc4ccc(S(=O)(=O)N(C)C)cc43)cc(=O)oc2c1C,·,6,·,3,28,·
COc1ccc2nc3sc(C(=O)NCc4cccs4)c(N)c3cc2c1,·,7,·,5,-7,·
CC(=O)[C@@H]1[C@@H]2C(=O)N(c3ccc(F)c(Cl)c3)C(=O)[C@@H]2C2c3ccccc3C=CN21 (stereo not given in full),·,95*,·,1,36,·
CCOC(=O)c1c2ccc(OCC(=O)N/N=C/c3ccc(Cl)cc3)cc2n2ccccc12,·,27,·,-1,6,·
O=c1c2ccccc2nc2c3ccccc3c(NCCN3CCOCC3)nn12,·,-26,·,-2,16,·
Cc1ccc(-n2nc(C(=O)N/N=C/c3cccc(C(F)(F)F)c3)c3ccccc3c2=O)cc1C,·,4,·,-5,5,·
C[C@@H](CO)NC(=O)[C@H]1O[C@@H](n2cnc3c(N)ncnc32)[C@H](O)[C@@H]1O,0.2,·,0,·,·,·
COc1cc(N)ccc1Nc1c2ccccc2nc2ccccc12,-0.9,·,-80,·,·,·
COc1ccc(S(=O)(=O)NNS(=O)(=O)c2ccc(OC)c(OC)c2)cc1OC,0.0,·,5,·,·,·
Cc1nc2cc(OC(=O)N(C)Cc3cccc(-c4ccncc4)c3)ccc2s1,0.1,·,-9,·,·,·
Cc1ccc(-c2nc3cc(C)c(Br)c(C)n3c2Cc2cccc(Cl)c2)cc1,1.0,·,-5,·,·,·
COc1cccc(CCN2C(=O)CCC3=C2CCC3=O)c1,-0.2,·,2,·,·,·
CC(=NNC(=O)c1ccccc1N)c1ccccc1O,-0.6,·,-3,·,·,·
O=C(Oc1ccccc1)c1cc(O)c(O)c(O)c1,-0.3,·,5,·,·,·
Nc1ncnc2c1ncn2[C@@H]1O[C@H](C(=O)N2CCN(Cc3ccccn3)CC2)[C@@H](O)[C@H]1O,0.2,·,-4,·,·,·
CN1CCCC1CN1CCCC1 (stereo not given),-1.0,·,-15,·,·,·
CC(C)CC(NC(=O)OCc1ccccc1)C(=O)NC(Cc1c[nH]c2ccccc12)C(=O)O (stereo not given),-0.7,·,-2,·,·,·
O=C(O)C(=Cc1ccccc1Cl)c1ccccc1,-0.4,·,-13,·,·,·
ClN=C1C=CC=CC1=NCl,2.2,·,-3,·,·,·
CC1(C)CC(NCc2ccccc2)=CC(=S)N1,12,·,14,·,·,·
O=C1C=C(O)CC2(CCCCC2)C1,0.1,·,-4,·,·,·
CC(O)C(NC(=O)OCc1ccccc1)C(=O)NCC(=O)NCC(=O)OCc1ccccc1 (stereo not given),0.0,·,-4,·,·,·
Cc1cc(C)c(C(=O)c2ccccc2C(=O)O)c(C)c1,-0.1,·,-7,·,·,·

# (continued)
SMILES,BoNT A protease,CCHFV vOTU inh,Anthrax LF prot,3CLpro inhibitor,VHR inh abs,PriA SSB inh
CC(C)c1cc(C(=O)NN=Cc2ccoc2)cs1,·,·,·,·,·,3
O=C(Cc1ccccc1Cl)NCCOc1cc(N2CCCCC2)ncn1,·,·,·,·,·,-27
COc1cccc(NC(C)=CC(=O)c2ccc(Br)cc2)c1,·,·,·,·,·,9
O=S(=O)(NCC1(c2cccs2)CCCC1)c1ccc2c(c1)OCCO2,·,·,·,·,·,1
COc1ccc(S(=O)(=O)Nc2ccc3c(c2)OCC(C)(C)C(=O)N3)cc1Cl,·,·,·,·,·,-4
Cc1cc(NC(=O)c2cccc3ccccc23)ccc1N1CCCCC1=O,·,·,·,·,·,-13
CC(=NNC(=O)CNC(=O)c1ccccc1F)c1ccco1,·,·,·,·,·,-1
Cn1nc(N2CCC(C(=O)Nc3ncccn3)CC2)ccc1=O,·,·,·,·,·,3
Cc1noc(C)c1CN1CCN(c2ccccc2)CC1,·,·,·,·,·,-16
C#CCn1c(=NC(=O)c2ccn(C)n2)sc2ccccc21,·,·,·,·,·,-6
O=C(/C=C/c1cccs1)Nc1nnc(CSc2ccccc2)o1,·,·,·,·,·,-2
CSc1ccc2nc(NC(=O)c3ccccc3F)sc2c1,·,·,·,·,·,-11
CC1(C)COc2ccc(NC(=O)Cc3ccc(-c4ccccc4)cc3)cc2NC1=O,·,·,·,·,·,27
Cc1nsc(C(=O)NCCc2ccc(F)cc2)n1,·,·,·,·,·,-16
CCN(CC)C(=O)Cn1cc(C(=O)C(=O)NCc2ccc(F)cc2)c2ccccc21,·,·,·,·,·,0
CC(=O)c1ccc(N2CCN(C(=O)C3CCN(S(=O)(=O)N4CCCC4)CC3)CC2)cc1,·,·,·,·,·,0
COc1cc(C(=O)NCC(c2cccn2C)N2CCc3ccccc3C2)cc(OC)c1OC (stereo not given),·,·,·,·,·,10
COc1ccc(Cl)cc1C(=O)Nc1nc(CN2CCc3ccccc3C2)cs1,·,·,·,·,·,-10&-6
COCCNC(=O)Cn1nc(C2CC2)c2cnn(-c3ccc(F)cc3)c2c1=O,·,·,·,·,·,-2
O=S(=O)(NCCOc1ccccc1)c1ccc(F)cc1,·,·,·,·,·,-16
O=C(Cn1cncn1)Nc1ccccc1-c1cn2ccccc2n1,·,·,·,·,·,-16
CCOc1ccc(C(CCC(=O)O)=NNC(=S)NC(C)C)cc1,·,·,·,·,·,-7
COc1ccc(C(=O)N2C[C@H]3C[C@H](C2)c2cccc(=O)n2C3)cc1OC,·,·,·,·,·,1
CCNc1nc(NCC)nc(NN=Cc2ccc(Br)cc2)n1,·,·,·,·,·,4
Cc1cccc(NC(=O)C(=O)NCCN2CCN(c3ccccc3)CC2)c1,·,·,·,·,·,-2

# Looked up one by one from above (two):
SMILES,BoNT A protease,CCHFV vOTU inh,Anthrax LF prot,3CLpro inhibitor,VHR inh abs,PriA SSB inh
COc1ccc(S(=O)(=O)NNS(=O)(=O)c2ccc(OC)c(OC)c2)cc1OC,0.0,·,5,·,·,·
COc1cccc(CCN2C(=O)CCC3=C2CCC3=O)c1,-0.2,·,2,·,·,·

# Continuation.
SMILES,BoNT A protease,CCHFV vOTU inh,Anthrax LF prot,3CLpro inhibitor,VHR inh abs,PriA SSB inh
N[C@@H](Cc1ccccc1)C(=O)N1C[C@H]2C[C@H](C1)c1cccc(=O)n1C2,·,·,·,·,·,-9
COc1ccc(-c2nnc(SC/C=C/c3ccccc3)n2-c2ccccc2)cc1OC,·,·,·,·,·,-9&7
O=C(NCCOc1ccccc1)NCC1CCN(C(=O)c2cc3ccccc3o2)CC1,·,·,·,·,·,-6
Cc1cc2ncc3c(n2n1)CCN(C(=O)c1cc(-c2ccco2)[nH]n1)C3,·,·,·,·,·,-2
COc1ccccc1/C=C/C(=O)NCC(=O)NN=Cc1cccnc1,·,·,·,·,·,-17
COc1ccc(NC(=O)CN2C(=O)c3ccccc3C2=O)c2ccccc12,·,·,·,·,·,-15
Cc1cc(C)cc(NC(=O)CSc2ncc(CO)n2CC(=O)NCc2ccc(Cl)cc2)c1,·,·,·,·,·,9
O=C(NN=Cc1cc(Br)ccc1O)c1ccc(S(=O)(=O)N2CCCCC2)cc1,·,·,·,·,·,-1
COc1ccc(C=NOC/C(O)=C(\C#N)c2nc3ccccc3[nH]2)cc1,·,·,·,·,·,-6
Cc1cc(C(=O)N2CCC(c3nnc(-c4ccc(F)cc4)o3)CC2)no1,·,·,·,·,·,-14
Cc1cc(NC(=O)c2cccn(Cc3cccc(Cl)c3)c2=O)c2ccccc2n1,·,·,·,·,·,5
CCN(CC)S(=O)(=O)CCNC(=O)c1ccc(F)cc1,·,·,·,·,·,-17&-18
O=C(C(=NN=Cc1ccc(O)c(O)c1)c1ccccc1)c1ccccc1,·,·,·,·,·,34
Cn1ccc(C(=O)Nc2cccc(Cl)c2Cl)n1,·,·,·,·,·,-16&-12
COc1cc(NC(=O)Nc2nc(-c3cc(Cl)ccc3Cl)cs2)cc(OC)c1OC,·,·,·,·,·,-7
CC(=NNC(=O)c1nnn(-c2nonc2N)c1-c1cccs1)c1ccc(C)cc1,·,·,·,·,·,-8
CCOC(=O)c1c(-c2ccc(OC)cc2)csc1NC(=O)c1cccnc1,·,·,·,·,·,-25
CCc1ccc(OCCS(=O)(=O)N2CCN(c3cc(C)ncn3)CC2)cc1,·,·,·,·,·,4
O=S(=O)(NCCCc1cnoc1)c1ccccc1,·,·,·,·,·,-4
O=C(COc1ccc(Cl)cc1)Nc1cccc2c1C(=O)NC2=O,·,·,·,·,·,7
Cc1ccc(Cl)c2sc(NC(=O)c3ccc4c(c3)OCCO4)nc12,·,·,·,·,·,-7
COc1cccc(NC(=O)CC2CCCCN2S(=O)(=O)c2cccs2)c1 (stereo not given),·,·,·,·,·,18
Cc1ccc(-c2cc(=O)n(CC(=O)NCC3CCCO3)cn2)cc1 (stereo not given),·,·,·,·,·,-14
NC(=NOC(=O)c1cccc(C(F)(F)F)c1)c1cnccn1,·,·,·,·,·,-27
Cc1ccc(OCc2nc(C#N)c(N3CCOCC3)o2)cc1,·,·,·,·,·,82*

# Part of the list above in a different format.
Molecule | BoNT A protease | CCHFV vOTU inh | Anthrax LF prot | 3CLpro inhibitor | VHR inh abs | PriA SSB inh
COc1ccccc1/C=C/C(=O)NCC(=O)NN=Cc1cccnc1 | · | · | · | · | · | -17
COc1ccc(NC(=O)CN2C(=O)c3ccccc3C2=O)c2ccccc12 | · | · | · | · | · | -15

# Single values from the entries so far:
# Entry for O=C(NCCOc1ccccc1)NCC1CCN(C(=O)c2cc3ccccc3o2)CC1 under PriA SSB inh: -6
# Entry for CCN(CC)S(=O)(=O)CCNC(=O)c1ccc(F)cc1 under PriA SSB inh: -17&-18
# Entry for COc1ccc(NC(=O)CN2C(=O)c3ccccc3C2=O)c2ccccc12 under PriA SSB inh: -15
# Entry for Cc1ccc(Cl)c2sc(NC(=O)c3ccc4c(c3)OCCO4)nc12 under PriA SSB inh: -7
# Entry for COc1ccc(C=NOC/C(O)=C(\C#N)c2nc3ccccc3[nH]2)cc1 under PriA SSB inh: -6
# Entry for COc1cc(NC(=O)Nc2nc(-c3cc(Cl)ccc3Cl)cs2)cc(OC)c1OC under PriA SSB inh: -7

# Other results follow:
SMILES,BoNT A protease,CCHFV vOTU inh,Anthrax LF prot,3CLpro inhibitor,VHR inh abs,PriA SSB inh
Cc1nc2cc(NC(=O)c3cnn4c3OCCC4)ccc2s1,·,·,·,·,·,-25
Cc1c(Cl)cccc1NC(=O)c1cc(OCc2ccccc2)no1,·,·,·,·,·,-36
CC(=NNC(=O)CN1CCN(S(=O)(=O)c2ccc(C)cc2)CC1)c1cccc(O)c1,·,·,·,·,·,-3
CC(C)(C)OC(=O)N1CCC(NC(=O)C2CCN(c3nc4ccccc4[nH]c3=O)CC2)CC1,·,·,·,·,·,-2
COc1ccc(CNC(=O)NCc2cc(C3CC3)n(C3CCCC3)n2)cc1OC,·,·,·,·,·,-14
O=C(Cc1ccccc1)NCCOc1ccc2nnc(-c3ccccc3)n2n1,·,·,·,·,·,3
O=C(c1ccc2c(=O)n(-c3ccc(F)cc3)c(SCc3ccccc3F)nc2c1)N1CCOCC1,·,·,·,·,·,8
Cc1nn(-c2ccc(F)cc2)c2ncc(C(=O)NCc3ccccc3Cl)c(Cl)c12,·,·,·,·,·,-18
COc1cccc(C=Nn2c(CO)nc3ccccc32)c1OC,·,·,·,·,·,-4
O=C(OCc1cc(-c2cccs2)on1)C1CC(=O)N(c2ccc(F)cc2)C1 (stereo not given),·,·,·,·,·,-11
Cc1ccc(Cl)cc1S(=O)(=O)NCc1ccsc1,·,·,·,·,·,-21
CC(C)C1OC(=NC(=O)Nc2ccc(Cl)c(Cl)c2)NC1=O (stereo not given),·,·,·,·,·,-21
O=C(c1c(F)cccc1F)N1CCN(c2cc(-n3cccc3)ncn2)CC1,·,·,·,·,·,-3
O=C(NCc1cc(-c2cccs2)n(C2CCCC2)n1)c1ccccc1Br,·,·,·,·,·,-5
O=C(NCCOc1ccccc1)NCC1CCN(Cc2ccsc2)CC1,·,·,·,·,·,-7
O=C(NN=Cc1ccccn1)c1cc(-c2ccccc2Cl)n[nH]1,·,·,·,·,·,-6
COc1ccccc1NC(=O)c1ccc2noc(-c3ccccc3)c2c1,·,·,·,·,·,-1

# This is a subset; the hit share may differ from the screen's.
